Screening data: PubChem BioAssay, The Scripps Research Institute Molecular Screening Center
TTR transcr act: activators of transthyretin transcription | SH-SY5Y TTR promoter Gaussia luciferase, luminescence; 100% = recombinant luciferase protein wells | activation, % at 16.7 µM | 92,000 tested, 1.3% active;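 active = activation above the mean of all tested compounds plus 3 SD, cut at about 9.5% in these data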;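 note: cells exposed to compounds for one day before reading; 0% = median of all test compound wells on the plate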
An asterisk follows results filed as active. Only part of the results is shown; rates above refer to the full screens.

SMILES | TTR transcr act
CCn1c2c(c(C)cc1=O)C(=O)CC(C)(C)C2 | -1.5
Cc1ccc(N2C(=O)[C@@H]3C(c4ccc(F)cc4)=NO[C@@H]3C2=O)cc1 | 3.0
CCCN1Cc2cccc(C(=O)NCCCOC(C)C)c2C1=O | 1.0
COc1ccc(C2CC(=O)c3cc(OC)ccc3O2)cc1 (stereo unspecified) | -1.9
CCN(CC)S(=O)(=O)c1ccc(C)c(NC(=O)CSc2ncc(C(F)(F)F)cc2Cl)c1 | -0.6
Cc1ccc(SCc2cc(=O)[nH]c(Nc3nc(C)c4ccc(C)cc4n3)n2)cc1 | 1.2
COc1ccc(N(C(C)C(=O)Nc2cccnc2)S(C)(=O)=O)cc1 (stereo unspecified) | 3.6
CC(C)C[C@H](NC1(C(=O)NCCc2c[nH]c3ccccc23)CCOCC1)C(=O)NCCCc1ccccc1 | -1.2
CCOc1ccc(NC(=O)NCC2CCN(c3ccc(OC)cc3)C2)cc1 (stereo unspecified) | -1.2
Cc1noc(C)c1COc1cccc(C(=O)N(C)Cc2cccs2)c1 | 8.2
CCOC(=O)N1CCN(C(=S)NC(=O)c2ccc(F)c(F)c2)CC1 | 2.5
O=C(COc1ccc2c(c1)OCO2)Nc1ccccc1F | 0.4
COc1ccc(CCNc2nc(-c3ccc(NC(C)=O)cc3)cs2)cc1OC | -0.8
COc1cc(/C=C(/C#N)C(=O)c2c(C)[nH]c3ccccc23)ccc1OCC#N | 0.7
Cc1nnc(SCC(=O)Nc2nccs2)n(N)c1=O | 3.4
Cc1ccc(S(=O)(=O)N2CCCCC2)cc1NC(=O)CSc1ncnc2ccccc12 | -4.8
Cc1ccc(S(=O)(=O)NC(=O)Nc2cccc([N+](=O)[O-])c2)cc1 | -1.7
Cc1nn(C)c(C)c1S(=O)(=O)N1CCC(C(=O)NC2CCCCCC2)CC1 | -0.3
CC(=O)Nc1ccc(S(=O)(=O)Nc2ccc3ccccc3n2)cc1 | -1.5
CCOc1cccc(-c2nnc3sc(COc4ccc(OC)cc4)nn23)c1 | -0.1
COCCNC(=O)CN(CC1CCCO1)C(=O)CCC(=O)Nc1ccccn1 (stereo unspecified) | 16*
O=C(Oc1ccc([N+](=O)[O-])cc1)c1cccnc1 | -2.7
CCC(=O)Nc1nnc(SCC(=O)N2c3ccccc3CC2C)s1 (stereo unspecified) | 4.4
Cc1cc(C)cc(-n2nnnc2SCC(=O)Nc2nc(-c3ccc(Cl)cc3)cs2)c1 | 3.3
O=C(Oc1ccc(-c2csnn2)cc1)c1cccs1 | -0.6

Two entries from above, set out differently:
TTR transcr act	Molecule
0.4	O=C(COc1ccc2c(c1)OCO2)Nc1ccccc1F
4.4	CCC(=O)Nc1nnc(SCC(=O)N2c3ccccc3CC2C)s1 (stereo unspecified)

Continued.
SMILES | TTR transcr act
O=C(Nc1ccc(-n2cccn2)cc1)C1CCN(Cc2ccccn2)CC1 | -0.1
O=C(Cc1c(F)cccc1Cl)NNC(=O)c1ccco1 | -0.7
CCOc1ccc(C(=O)NCC2CCCO2)cc1OCC (stereo unspecified) | 1.0
CNC(=O)OCCSCCS(=O)(=O)c1ccc(Cl)cc1 | -1.2
O=C(CCC(=O)N1CCN(S(=O)(=O)c2ccccc2)CC1)c1ccc(Br)cc1 | 4.5
CN(CC(=O)Nc1ccc(F)c(F)c1F)c1ncnc2sccc12 | 1.0
COc1ccc(OC)c(-c2cc(C(=O)Nc3sc4c(c3C#N)CCC(C)C4)c3ccccc3n2)c1 (stereo unspecified) | 2.2
CC(=O)c1cccc(NC(=O)c2ccc3c(c2)OCO3)c1 | -2.1
CC(=O)c1cc(C#N)c(Oc2ccccc2)nc1C | -2.3
O=C(NNc1ccccc1)NC(Cc1ccccc1)C(=O)O (stereo unspecified) | -1.2
OCCCNC(=S)Nc1ccc(Oc2ccccc2)cc1 | -0.8
COc1ccc(NC(=O)CN(C)C(=O)c2cccc(S(=O)(=O)N3CCN(c4ccc(F)cc4)CC3)c2)cc1 | -2.8
CC1CN(C(=O)c2cccc(S(=O)(=O)N3CCN(c4ccc(F)cc4)CC3)c2)CC(C)O1 (stereo unspecified) | -1.2
CC(Cc1c[nH]c2ccccc12)NC(=O)C1CCCNC1=O (stereo unspecified) | -2.2
CCCCN1C(=O)C(C(=O)OCc2ccccc2)CC2=C1CCCC2=O (stereo unspecified) | -0.1
Cn1c(C(=O)NC2CC2)cc(=O)n(C)c1=O | 5.3
O=C(O)CCN1C(=O)NC2(CCCC2)C1=O | 17*
CC(=O)Oc1ccc2nc(-c3cccs3)oc(=O)c2c1 | 0.6
COc1ccc(CC(=O)Nc2cc(C)c3c(=O)oc4ccccc4c3n2)cc1 | 0.9
O=C(c1cccs1)N1CCN=C1SCc1ccc(Cl)cc1 | 0.2
CN(C(=O)COC(=O)/C=C/c1ccccc1[N+](=O)[O-])c1ccccc1 | 2.4
COc1ccc(CC(=O)NNC(=O)COc2ccc3ccccc3c2)cc1 | -0.3
CCN(C(=O)C1CCCN(c2nc(-c3ccc(OC)cc3)no2)C1)c1ccccc1F (stereo unspecified) | -2.8
COc1ccc(NS(=O)(=O)c2ccc(C(=O)Nc3c(C)n(C)n(-c4ccccc4)c3=O)cc2)cc1 | -2.0
COc1ccccc1-c1cc2c(c3c1ccn3C)C1CCC2C1 (stereo unspecified) | 2.7

(more compounds)
SMILES | TTR transcr act
Cc1ccc(-c2csc(-c3cc(C)on3)n2)cc1 | -1.7
COc1cccc(NC(=O)Nc2nnc(Cc3ccccc3)s2)c1 | 1.5
CN1CCN(c2ccc(-c3ccnn3C(=O)Nc3cccc(C(F)(F)F)c3)cc2)CC1 | 0.7
CC(C)(C)N(Cc1ccccc1)C(=O)c1ccc(Br)o1 | -2.3
COc1ccc(NS(=O)(=O)c2cccs2)c(OC)c1 | 3.3
Cc1[nH]c2c(Cl)cccc2c(=O)c1CN1CCCC1 | -1.7
CCCS(=O)(=O)NCCc1cc2cc(C)c(C)cc2[nH]c1=O | -0.3
CCOC(=O)N1CCN(C(=O)C[C@@H]2C[C@@]3(C(=O)OC)CC(C)(C)CC=C3N(Cc3ccc4c(c3)OCO4)C2=O)CC1 | 1.3
COc1cccc(/C=N/NC(=O)c2oc3nc(-c4ccccc4)cc(-c4ccco4)c3c2N)c1 | 3.3
O=C1CCCc2ccccc2N1Cc1c(Cl)cccc1Cl | -4.4
CCOC(=O)C1CCCN(C2CC(=O)N(c3cccc(C)c3)C2=O)C1 (stereo unspecified) | 0.0
CCCC1S/C(=N/N=C/c2ccc(OC)cc2)N(Cc2ccc(OC)cc2)C1=O (stereo unspecified) | 2.3
Cc1cnc(C(=O)OCC(=O)N2CCN(S(=O)(=O)c3ccc(Cl)cc3)CC2)cn1 | -0.1
CCn1c(NC(=O)c2ccccc2F)c(-c2cccs2)c(=O)c2ccccc21 | 0.2
COc1ccc2c(c1)OC[C@H]1[C@H]2N2C(=O)c3ccccc3NC(=O)[C@@]2(C)[C@H]1c1ccccc1 | -3.8
CCS(=O)(=O)c1ccc(O)c(NC(=O)CCCC(=O)O)c1 | 5.0
Cc1onc(-c2ccccc2)c1CNS(=O)(=O)c1ccccc1[N+](=O)[O-] | 1.8
CCOC(=O)C1=C(COc2ccc(C)cc2)NC(=O)NC1c1cc(C)ccc1C (stereo unspecified) | -1.7
C/C(CC(=O)Nc1ccc2c(c1)OCCO2)=N\NC(=O)c1ccccn1 | 0.1
S=C(NCCCN1CCN(CCCNC(=S)NC2CCCCC2)CC1)NC1CCCCC1 | -2.0
O=C(Nc1ccccc1C(=O)N/N=C/c1ccco1)c1ccc(Cl)cc1 | -1.0
Cn1c(=O)c2c(-c3ccccc3)n(-c3ccccc3S)cc2n(C)c1=O | 0.3
COc1ccc(SC[C@H](Cc2ccccc2)N2CCN(CCc3ccccc3)CCC2=O)cc1 | -4.8
CC(C)c1ccccc1NC1=CC(=O)CC(C)(C)C1 | 8.6
O=[N+]([O-])c1ccc2c(c1N1CCCCC1)=NC1(CCCCC1)[N+]=2[O-] | -1.5

(next part)
SMILES | TTR transcr act
CCc1ccc(C2C(C#N)=C(N)Oc3n[nH]c(CC(=O)OC)c32)cc1 (stereo unspecified) | 1.7
C=CCN(C(=O)[C@@H](C1CC1)[C@@H](O)c1ccc2ccccc2c1)c1ccccc1 | -1.6
Cc1cc(C)nc(NS(=O)(=O)c2ccc(NC(=O)c3snnc3C)cc2)n1 | -1.2
CCOc1ncccc1C(=O)OCC(=O)Nc1ncc(C(F)(F)F)cc1Cl | 0.7
Cc1cc(C)c(S(=O)(=O)N2CCOCC2)cc1NS(=O)(=O)c1cc(OCC(N)=O)c(C)cc1Cl | 0.6
COc1ccc([C@@H]2[C@@H]3C(=O)N(C(C)(C)C)C(=O)[C@@H]3[C@]3(Cc4ccccc4)C(=O)N(c4cccc(C)c4)C(=O)N23)cc1 | -3.2
COc1ccc(-c2ccc(-c3noc(-c4ccc(OC)c(OC)c4)n3)c(OC)n2)cc1 | 1.6
O=C(Cc1cc(=O)[nH][nH]1)N/N=C/c1c(F)cccc1Cl | -0.9
O=C(Cn1c(=O)oc2ccccc21)Nc1nc(-c2ccc(Br)cc2)cs1 | -1.4
CCOC(=O)C1(CC)NC(c2ccc(OC)c(OC)c2)C2C(=O)N(c3cccc(C(C)=O)c3)C(=O)C21 (stereo unspecified) | 8.6
S=c1[nH]nc(Nc2cccc3ccccc23)s1 | 0.8
COc1ccc(CC(=O)OCC(=O)Nc2ccc(Cl)cc2C)cc1 | 1.6
O=C(COCc1cc(-c2ccc3c(c2)OCO3)on1)N1CCN(c2ccc(F)cc2)CC1 | -0.4
Cc1ccnc2nc(C(=O)Nc3ccc(N4CCOCC4)cc3)nn12 | 0.7
O=C(Nc1cccc(NC(=O)c2nccc3ccccc23)c1)c1ccco1 | -2.9
Cc1cccc(C)c1NC(=O)C1(C)CCC(=O)N1C1CC1 (stereo unspecified) | 1.4
COc1cccc(C(=O)NC2CCCc3c2cnn3-c2ccc(C)c(C)c2)c1OC (stereo unspecified) | -1.0
COc1ccc(NC(=O)N2CCC(c3ccccc3)C2)c(OC)c1 (stereo unspecified) | -2.0
O=C(Nc1ccc(N2CCOCC2)cc1)c1cccc(-n2cnnc2)c1 | -0.3
CCn1c(SCC(=O)NCC(=O)Nc2ccc(F)cc2)nnc1-c1ccncc1 | 1.1
O=C(NC1CCN(C(=O)NCc2ccccc2)CC1)c1ccc(F)cc1 | 0.1
CCc1nc(NCCC(C)C)c2nnn(Cc3ccccc3)c2n1 | 2.4
COc1ccccc1-n1c(N)c(C(N)=O)sc1=S | -1.5
CN(C1CCCC1)C1CCN(C(=O)CNC(=O)/C=C/c2cccc(C(F)(F)F)c2)CC1 | 0.2
COc1ccc(C2=[N+](C)CCn3cccc32)c(OC)c1 | -0.1

Other structures:
SMILES | TTR transcr act
Cc1nn2c(NCCCn3ccnc3)cc(C(C)C)nc2c1-c1ccccc1 | 0.9
CC(C)NC(=O)N(C)C[C@@H]1Oc2ccc(NC(=O)CCN3CCOCC3)cc2CC(=O)N([C@@H](C)CO)C[C@@H]1C | -1.9
C/C(CC(=O)Nc1cccc(C(F)(F)F)c1)=N\NC(=O)C1CCCCC1 | 2.0
CN1CCN(CCCNC(=O)Cn2ncc3c4ccccc4n(C)c3c2=O)CC1 | 4.0
COc1ccc(C2c3cc(OC)c(OC)cc3CCN2C(=O)c2ccccc2)cc1OC (stereo unspecified) | -0.3
Cc1ccc(C)c(OCC(=O)O/N=C(\N)c2cccnc2)c1 | 1.1
O=C(/C=C/[C@H]1O[C@@H](n2cnc3c(NC(=O)c4ccccc4)ncnc32)[C@H](O)[C@@H]1O)NCc1ccc2c(c1)OCO2 | 1.3
O=[N+]([O-])c1cccc(CN2CCN(c3ncccn3)CC2)c1 | 0.0
Cc1ccc(N(C(=O)c2ccc(S(=O)(=O)N3CCOCC3)cc2)C2C=CS(=O)(=O)C2)cc1C (stereo unspecified) | 1.7
CC(C)CC(=O)N/N=C/c1c(N)n(C)c(=O)n(C)c1=O | -0.7
COc1ccc(CCNC(=O)c2cnn3c(C(F)F)cc(C)nc23)cc1OC | 6.2
CC(=O)Nc1ccc(NC(=O)c2ccc([N+](=O)[O-])cc2Cl)cc1 | -1.1
Cc1ccc(-c2c(C)n([O-])c3c([n+]2=O)CCC3)cc1 | -1.1
COc1cccc(N(C(=O)c2nc3nccc(C)n3n2)c2nc3ccccc3s2)c1 | 0.0
Cn1ncc([N+](=O)[O-])c1C(=O)NCc1ccccc1 | -1.0
O=C1NC(=O)C(CSc2ccccc2)(c2ccccc2)N1 (stereo unspecified) | 2.2
CCN(C(=O)Cn1c(=O)oc2cc(S(=O)(=O)N3CCCC3)ccc21)c1ccc(OC)cc1 | 1.6
C[C@H](CO)N1C[C@H](C)[C@H](CN(C)C(=O)Nc2ccc(F)cc2)OCc2cnnn2CCCC1=O | 1.1
CCCN1CCN(CCCNC(=O)C(CC)n2nc(C)n3c(cc4occc43)c2=O)CC1 (stereo unspecified) | 0.1
CC(=O)Nc1ccc(C(=O)OCC(=O)N(C)C2CCCCC2)cc1 | 2.2
O=C(c1ccccc1Oc1ccc(C(F)(F)F)cc1[N+](=O)[O-])N1CCOCC1 | -1.3

Structures listed so far that contain a Cl atom:
SMILES | TTR transcr act
CCN(CC)S(=O)(=O)c1ccc(C)c(NC(=O)CSc2ncc(C(F)(F)F)cc2Cl)c1 | -0.6
Cc1cc(C)cc(-n2nnnc2SCC(=O)Nc2nc(-c3ccc(Cl)cc3)cs2)c1 | 3.3
O=C(Cc1c(F)cccc1Cl)NNC(=O)c1ccco1 | -0.7
CNC(=O)OCCSCCS(=O)(=O)c1ccc(Cl)cc1 | -1.2
O=C(c1cccs1)N1CCN=C1SCc1ccc(Cl)cc1 | 0.2
Cc1[nH]c2c(Cl)cccc2c(=O)c1CN1CCCC1 | -1.7
O=C1CCCc2ccccc2N1Cc1c(Cl)cccc1Cl | -4.4
Cc1cnc(C(=O)OCC(=O)N2CCN(S(=O)(=O)c3ccc(Cl)cc3)CC2)cn1 | -0.1
O=C(Nc1ccccc1C(=O)N/N=C/c1ccco1)c1ccc(Cl)cc1 | -1.0
CCOc1ncccc1C(=O)OCC(=O)Nc1ncc(C(F)(F)F)cc1Cl | 0.7
Cc1cc(C)c(S(=O)(=O)N2CCOCC2)cc1NS(=O)(=O)c1cc(OCC(N)=O)c(C)cc1Cl | 0.6
O=C(Cc1cc(=O)[nH][nH]1)N/N=C/c1c(F)cccc1Cl | -0.9
COc1ccc(CC(=O)OCC(=O)Nc2ccc(Cl)cc2C)cc1 | 1.6
CC(=O)Nc1ccc(NC(=O)c2ccc([N+](=O)[O-])cc2Cl)cc1 | -1.1
